# Hep lipid drop: modulators of hepatic lipid droplet formation; inhibition, % at 6.5 µM; 240,000 compounds, 0.4% hits; AML12 mouse hepatocytes, oleate lipid droplets, BODIPY imaging;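 active = lipid droplet intensity inhibited by at least 50%, with more than 500 cells counted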
#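 Test system: AML12 hepatocytes (mouse); reagent: oleate loading, 100 µM; dosing: one dose, 6.5 µM compound; incubation: overnight exposure; signal: fluorescence imaging, 20x objective, two fields per well; read-out basis: % inhibition of corrected integrated BODIPY droplet signal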
# Hep lipid drop cells 6.5 µM: also measured in Hep lipid drop; calls as there; cell count; measured here: cell count, cytotoxicity flag;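 cells counted across two imaged fields per well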
# * = called active by the depositor. A portion of the library; count on the stated rates, not on these rows.
# Screens in order – Hep lipid drop | Hep lipid drop cells 6.5 µM
O=C(CCCn1c(=S)[nH]c2ccsc2c1=O)NCCc1ccccc1
  10 | 724
COc1ccc(-n2nc(C(=O)NCC(=O)NC3CCCC(C)C3C)c3ccccc3c2=O)c(OC)c1 (configuration not stated)
  -2 | 791
COc1ccc(CCC(=O)N(C)CC(=O)Nc2ccc(Cl)c(C(F)(F)F)c2)cc1
  -1 | 601
Cc1cc(Br)cc(/C=N/NC(=O)c2ccc3c(c2)OCO3)c1O
  1 | 736
O=c1cc(Cn2ccnc2)c2cc(O)ccc2o1
  -11 | 794
COc1ccc(NC(=O)COc2ccc(/C=C/c3cc[n+](C)cc3)cc2OC)cc1
  14 | 851
O=C(CSc1ccccc1)Nc1ccc(N2CCOCC2)c(F)c1
  3 | 809
O=C(CN1C(=O)S/C(=C\c2ccccn2)C1=O)Nc1ccccc1
  4 | 691
COc1ccc(Nc2ccccc2NC(=O)c2ccccc2Br)cc1
  -1 | 847
CC(C)C(=O)N1CCN(c2ccc(NC(=S)NC(=O)c3cc4ccccc4o3)cc2)CC1
  -42 | 609

# Some of the entries above, reformatted.
> COc1ccc(NC(=O)COc2ccc(/C=C/c3cc[n+](C)cc3)cc2OC)cc1
  Hep lipid drop: 14
  Hep lipid drop cells 6.5 µM: 851
> O=C(CSc1ccccc1)Nc1ccc(N2CCOCC2)c(F)c1
  Hep lipid drop: 3
  Hep lipid drop cells 6.5 µM: 809

# (further entries)
# Screens in order – Hep lipid drop | Hep lipid drop cells 6.5 µM
O=C(c1cc(COc2c(F)cccc2F)on1)N1C[C@H]2CC[C@H]1C2
  5 | 814
Cc1ccc2ccc3ccc(C)nc3c2n1
  -7 | 802
COC(=O)Cn1ncc(N2CC(C)OC(C)C2)c(Cl)c1=O (configuration not stated)
  10 | 818
Cn1c(CNC(=O)c2ccc3c(c2)OCO3)nnc1SCC(=O)Nc1ccc(F)cc1
  -1 | 758
Cc1ccccc1N1CC(C(=O)Nc2ccc(S(=O)(=O)N3CCCCC3)cc2)CC1=O (configuration not stated)
  -3 | 760
COc1ccccc1C(=O)Nc1ccccc1C(=O)NC1CCCCC1
  9 | 679
CCOC(=O)c1sc(NC(=O)CN2CC(C)OC(C)C2)nc1C (configuration not stated)
  -2 | 810
O=C(COc1ccc(F)cc1)N(Cc1ccco1)C1CCS(=O)(=O)C1 (configuration not stated)
  -1 | 711
COc1ccc(S(=O)(=O)NCC2CCCO2)cc1NC(=O)c1ccccc1F (configuration not stated)
  -1 | 668
O=C(Nc1ccccc1C(=O)NC(Cc1ccccc1)C(=O)O)c1ccco1 (configuration not stated)
  -27 | 765

# Of the compounds above, 2 contain bromine:
# Screens in order – Hep lipid drop | Hep lipid drop cells 6.5 µM
Cc1cc(Br)cc(/C=N/NC(=O)c2ccc3c(c2)OCO3)c1O
  1 | 736
COc1ccc(Nc2ccccc2NC(=O)c2ccccc2Br)cc1
  -1 | 847

# Additional records.
# Screens in order – Hep lipid drop | Hep lipid drop cells 6.5 µM
CC(=O)N1CCC(C(=O)NCCOc2cccc(C)c2)CC1
  -3 | 771
Brc1ccccc1OCCN1CCOCC1
  -3 | 775
CCC(=O)Nc1cccc(NC(=O)CSc2nc3c(c(=O)n(C)c(=O)n3C)n2C)c1
  -3 | 813
COc1cccc(CC(NC(C)=O)C(=O)NC2CCN(S(=O)(=O)c3ccc(NC(C)=O)cc3)CC2)c1OC (configuration not stated)
  -31 | 731
COc1ccc(/C=C\c2nc(O)c([N+](=O)[O-])c(=O)[nH]2)cc1O
  -2 | 389
O=C(Nc1cccc(Br)c1)c1ccc2snnc2c1
  4 | 862
Cc1ccnc(NC(=O)c2cc3cc(F)ccc3s2)c1
  -2 | 833
Nc1c(C(=O)N2CCOCC2)oc2ccccc12
  -3 | 684
CCOc1ccc(CCNC(=O)Cn2nc(C)n3cccc3c2=O)cc1OCC
  79* | 708*
CCCCc1ccc(NC(=S)N2CCN(c3ccccn3)CC2)cc1
  -2 | 895

# Taken from above:
# In Hep lipid drop cells 6.5 µM, CCCCc1ccc(NC(=S)N2CCN(c3ccccn3)CC2)cc1 is listed with 895
# In Hep lipid drop, CCOc1ccc(CCNC(=O)Cn2nc(C)n3cccc3c2=O)cc1OCC is listed with 79*
# In Hep lipid drop cells 6.5 µM, CC(=O)N1CCC(C(=O)NCCOc2cccc(C)c2)CC1 is listed with 771
# In Hep lipid drop, CCC(=O)Nc1cccc(NC(=O)CSc2nc3c(c(=O)n(C)c(=O)n3C)n2C)c1 is listed with -3
# In Hep lipid drop cells 6.5 µM, Brc1ccccc1OCCN1CCOCC1 is listed with 775

# In the list so far, these have an NH in an aromatic ring:
# Screens in order – Hep lipid drop | Hep lipid drop cells 6.5 µM
O=C(CCCn1c(=S)[nH]c2ccsc2c1=O)NCCc1ccccc1
  10 | 724
COc1ccc(/C=C\c2nc(O)c([N+](=O)[O-])c(=O)[nH]2)cc1O
  -2 | 389

# (continued)
# Screens in order – Hep lipid drop | Hep lipid drop cells 6.5 µM
O=C(c1ccccc1)N1CCN(S(=O)(=O)N2CCCCCC2)CC1
  -2 | 810
O=C(OCC(=O)N1CCN(c2ccccc2)CC1)c1cc(Cl)ccc1[N+](=O)[O-]
  -9 | 678
O=C(CNC(=O)OCc1ccccc1)Oc1ccc2ccc(=O)oc2c1
  6 | 797
CCOC(=O)C1CCN(C(=O)CCn2c(=O)c3cccn3c3cccnc32)CC1
  -26 | 704
CCC(CC)c1nnc(NC(=O)c2ccc3c(c2)OCO3)s1
  -5 | 794
COc1ccc(-c2nc(SCC(=O)NC3CCCCC3)n[nH]2)cc1
  -2 | 682
C#CCSc1nc2sc3c(c2c(=O)n1C)CCC3
  -3 | 815
Cc1ccc(NC(=O)C2CCCN(c3ncnc4c3nc3n4CCCCC3)C2)cc1Cl (configuration not stated)
  -44 | 712
O=CN1CCCN(C(=O)CC2C(=O)NCCN2Cc2cccc(Oc3ccccc3)c2)CC1 (configuration not stated)
  10 | 687
COCCCn1c(C(=O)N2CC(C)OC(C)C2)cc2c(=O)n3cccc(C)c3nc21 (configuration not stated)
  -4 | 780
Cc1ccccc1OCC(=O)NCCCNC(=O)c1ccccn1
  93* | 709*
CCOc1ccccc1CNCC1CCCO1 (configuration not stated)
  0 | 851
CCOc1cc(C(c2c(C)[nH][nH]c2=O)c2c(C)[nH][nH]c2=O)cc([N+](=O)[O-])c1O
  -28 | 752
NS(=O)(=O)OCCCCCc1ccccc1
  -6 | 767
O=S1(=O)CCO[C@H]2Cc3ccccc3[C@H]2N1Cc1cccc(Cl)c1
  0 | 795
COc1ccc(C(=O)Nc2ccc(NC(=O)c3cccc(OC)c3)cn2)cc1
  -4 | 853
Cn1c(=O)[nH]c(=O)c2c1nc(SCCC(=O)O)n2Cc1cccc(Br)c1
  8 | 889
CC1C(=O)Nc2ccccc2N1C(=O)c1ccc(Cl)c(Cl)c1 (configuration not stated)
  -11 | 810
Cc1ccc(C(=O)Oc2ccc(Br)cc2C(=S)N2CCOCC2)cc1
  -3 | 822
CCN1C(=S)N[C@@H](c2cccs2)C(C(=O)OC)=C1C
  -11 | 778

# Remaining list, next part:
canonical_smiles	Hep lipid drop	Hep lipid drop cells 6.5 µM
COCCOC1CCN(C(=O)C2CCC(=O)N(Cc3cccc(F)c3)C2)CC1 (configuration not stated)	0	714
CCCCCCCCOc1ccc(C2CC(=O)NC2=O)cc1 (configuration not stated)	2	818
Cc1c(C(=O)NNC(=O)Nc2ccc([N+](=O)[O-])cc2)oc2ccccc12	-3	897
COc1cccc(/C=C2\Oc3ccc(O)cc3C2=O)c1O	0	693
CN(CC(=O)Nc1ccccc1Cl)C(=O)COC(=O)CN1C(=O)NC2(CCCC2)C1=O	2	874
COc1ccc(CCNC(=O)C2c3ccccc3C(=O)N2CCC(C)C)cc1OC (configuration not stated)	-18	773
Cc1ccc(OCCCCc2c(C)n[nH]c2C)cc1	4	888
CC1CC(C)CN(C(=O)CCC(=O)Nc2nnc(C(C)C)s2)C1 (configuration not stated)	5	695
O=C(NC(=S)NC1CCCCC1)c1ccc(Cl)cc1	-7	693
CC1(C)CC(NC(=O)c2ccc(Cl)cc2Cl)CC(C)(C)N1	-1	821
Cn1ncc(Cl)c1C(=O)N1CCN(C23CC4CC(CC(C4)C2)C3)CC1	-16	656
CCOc1ccc(S(=O)(=O)N2CCC(C(=O)NC3CCCCC3)CC2)cc1	1	696
COc1ccc(CN2CCN(Cc3ccc(OC)c(OC)c3OC)CC2)cc1	-1	417
O=C(NC1CCCCC1)C(c1ccncc1)N(C(=O)c1csnn1)c1cccc(F)c1 (configuration not stated)	-3	851
Cc1nc(N2CCN(C(=O)c3cnccn3)CC2)c2c3c(sc2n1)CC(C(C)(C)C)CC3 (configuration not stated)	7	842
CCN1CCN(C(=O)CCc2nnc(CCc3ccc(OC)cc3)o2)[C@@H](C)C1=O	2	677
Cc1c(C(=O)NNC(=S)Nc2ccc(S(N)(=O)=O)cc2)oc2ccccc12	-1	857
COc1ccc(/C=N/NC(=O)CCC(=O)Nc2ccc(Br)cc2)c(OC)c1	8	711
Cc1ccnc(NC(=O)CCC(=O)N(CC(=O)NCc2ccc(F)cc2)Cc2ccco2)c1	-7	779
CC(C)(C)C1CCC(=NNC(=O)c2ccco2)CC1 (configuration not stated)	-20	732
CCOC(=O)c1sc(=NC(=O)c2ccc(Br)cc2)n(C)c1C	21	703
Cc1oc2c(F)c(F)c(F)c(F)c2c1S(=O)(=O)Nc1cccc(C(F)(F)F)c1	-3	813
O=C(O)CCCC(=O)NNc1nc(-c2ccccc2)c2cc(Cl)ccc2n1	4	801
O=C(c1ccccc1)c1ccc(NCCCn2ccnc2)c([N+](=O)[O-])c1	-7	832
CCCSC1C(C)=C(C)C(=O)N1Cc1ccccc1 (configuration not stated)	0	858
O=C(NCc1cccc(C(F)(F)F)c1)C1CCCN(c2cnccn2)C1 (configuration not stated)	6	758
CC(=O)c1ccc(C(=O)N2CCCC(CO)(Cc3ccccc3C)C2)s1 (configuration not stated)	-20	801
CC(C(=O)c1ccc(Br)cc1)[n+]1cccc2ccccc21 (configuration not stated)	-3	750
COc1cc(OC)c(C(=O)O/N=C(\N)c2ccccc2)cc1OC	-1	844
CC(C)(C)N1C(=O)[C@H]2[C@@H](c3ccc(Br)cc3)N3C(=O)N(c4ccc(Br)cc4)C(=O)[C@@]3(Cc3ccccc3)[C@H]2C1=O	4	825
COc1ccc(C2C(C#N)=C(N)Oc3cc(O)ccc32)cc1C (configuration not stated)	48	821
Cc1ccc(NC(=O)NCc2nc3ccccc3n2C)cc1	-2	737
C[C@H](NC(=O)c1ccco1)C(=O)Nc1ccc(C#N)cc1	0	860
O=C(CSc1nnc(NC(=O)c2ccccc2[N+](=O)[O-])s1)NCc1ccco1	-1	833
COc1ccc(-c2[nH]ncc2/C=N\NC(=O)c2ccc(Br)o2)cc1OC	13	826
Cc1ccc(C(=O)NC(=S)Nc2ccccc2N2CCOCC2)cc1C	5	699
COC(=O)c1ccc(NC(=O)CN2CCN(S(=O)(=O)c3ccc(Br)cc3)CC2)cc1	5	729
COc1cccc(CNC(=O)CCCc2nnc3n(C)c(=O)c4sccc4n23)c1	-9	708
CN(C)CCCN(C(=O)c1ccc2c(c1)OCCO2)c1nc2cc3c(cc2s1)OCO3	1	560
Cc1nc2c(sc(=S)n2Cc2ccco2)c(=O)n1CC(=O)Nc1cc(F)ccc1F	-20	769
CCOc1ccccc1N=Cc1c(O)c2ccccc2oc1=O	0	806
O=C1CCC(C(=O)N2CCc3ccccc3C2)CN1CCCN1CCOCC1 (configuration not stated)	-7	868
COc1ccc(N(CC(=O)NCCc2cccc(C)c2)S(=O)(=O)c2c(C)noc2C)cc1	2	750
COc1ccc(/C=C2\N=C(C)OC2=O)cc1OC	-1	819
CCOc1ccccc1C(=O)NCC(=O)NCC1CCCCC1	-27	744
Cc1cc(C)cc(OCCCCn2cncn2)c1	0	771
CSc1cccc(NC(=O)CNC(=O)C2CCCCC2)c1	5	853
COc1ccc(-c2nc(CS(=O)(=O)CC(=O)NCc3cccc(OC)c3OC)c(C)o2)cc1	-14	771
O=Cc1c(NCCN2CCOCC2)c2ccccc2[nH]c1=O	3	840
Cc1ccc(NC(=O)CCC(=O)NNS(=O)(=O)c2ccc(Cl)cc2)cc1C	7	711
O=C1Nc2cccnc2N(C(=O)CCl)c2ccccc21	15	435
O=C(NCCCCc1ccccc1)c1ccc(Br)cc1	-13	839
CCOc1cccc2sc(NC(=O)CCS(=O)(=O)c3ccccc3)nc12	-2	812
CSc1ncc(C(=O)Nc2cc(C)ccc2C)c(C)n1	2	848
CCCN(CC(=O)Nc1ccccc1C)C(=O)c1ccc(-c2ccccc2)cc1	-2	709
CCOc1ccc(S(=O)(=O)N2CCC(C(=O)NCCc3ccccc3)CC2)cc1	-1	769
O=C(COc1ccc(Cl)cc1)Nc1ccc2c(c1)nc1n2CCOC1	8	708
Cc1ccc(CNC(=O)C2CCCN(C(=O)Nc3ccc(F)cc3)C2)cc1 (configuration not stated)	2	762
CC(=O)C(C)n1cnc2scc(-c3ccc(C)cc3)c2c1=O (configuration not stated)	-4	829
Cc1cccc(NC(=O)c2ccc(Cl)nc2)n1	-8	814

# Later entries
canonical_smiles	Hep lipid drop	Hep lipid drop cells 6.5 µM
CCCOc1ccccc1/C=N/Nc1ccnc(=O)[nH]1	-10	867
O=C(NCc1cccnc1)Nc1ccc(Br)cc1Cl	-8	674
O=[N+]([O-])c1cccc(S(=O)(=O)NCC2CC3CCC2C3)c1 (configuration not stated)	12	848
Cc1cc(C(=O)N(C)C2CCCCC2)no1	0	827
C/C(=C/c1ccccc1)C(=O)N1CCN(c2ccccc2)CC1	5	798
CCCCNC(=O)COC(=O)c1c2c(nc3ccccc13)CCC2	0	759
NS(=O)(=O)c1ccc(NC(=O)Nc2ccc3c(c2)OCO3)cc1	6	865
Cc1ccccc1OCc1nnc(SCC(=O)Nc2ccc(N3CCOCC3)cc2)n1C	-3	767
COc1ccccc1NC(=O)CCc1nnc2ccc(NCc3ccco3)nn12	-2	653
OC(CN1CCN(c2cccc(Cl)c2)CC1)c1ccc(F)cc1 (configuration not stated)	-1	810
COc1ccc(COC(=O)c2cccc(S(=O)(=O)N3CCCC3)c2)cc1F	-14	812
Cc1ccc(N(C)C(=O)CCS(=O)(=O)c2cc3c(cc2Cl)NC(=O)CO3)cc1	-1	710

# High-throughput results deposited in PubChem by Sanford-Burnham Center for Chemical Genomics.
